Source: PubChem
rat mGlu8 modulation = rat mGlu8 modulation via Gqi9 calcium signal, confirmation, counter-screen for GIRK activator project, cell-based, HEK293 rmGlu8, Gqi9 chimera; HEK293 rmGlu8/Gqi9 calcium flux, Fluo-4 fluorescence; glutamate at EC20 added after compound; calls only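 (single compound addition from 20 µM solution with 0.2% DMSO)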; AID 623869; 2,100 tested, 4% active;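 active = calcium fluorescence trace judged by eye to show a response, as agonist, enhancer of the glutamate response, or inhibitor; inactive = trace judged by eye to show no response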
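Material: rat mGlu8 HEK-293 cells with transient Gqi9. Medium: HEPES-buffered HBSS, pH 7.4. Compound: one dose, 20 µM addition solution, 0.2% DMSO. Schedule: compound 4 min before glutamate, then 2 min recording. Technique: Fluo-4 calcium fluorescence sampled at 1 Hz.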
Calls only; i = inactive. Not all compounds are listed; rates above refer to the full screens.

SMILES	rat mGlu8 modulation
Nc1c(C(=O)OC2CCCCC2)c2nc3ccccc3nc2n1CC1CCCO1 (stereo not drawn)	i
Cc1ccc2nc(N3CCC(C(=O)N4CCC5(CC4)OCCO5)CC3)sc2c1	i
S=C1CN=C(c2ccccc2Cl)c2cc(Cl)ccc2N1	i

Part of the list above in order of molar mass, low to high.
SMILES	rat mGlu8 modulation
S=C1CN=C(c2ccccc2Cl)c2cc(Cl)ccc2N1	i
Nc1c(C(=O)OC2CCCCC2)c2nc3ccccc3nc2n1CC1CCCO1 (stereo not drawn)	i
Cc1ccc2nc(N3CCC(C(=O)N4CCC5(CC4)OCCO5)CC3)sc2c1	i
